Luciferase inh = blocks purified firefly luciferase enzyme activity | purified P. pyralis luciferase, luminescence, biochemical | 2.5% of 76,000 active | Potency, µM (top dose mostly 115 µM), without a hit: at the top dose activity change, negative = inhibition, usual class: inhibitors | P08659; also: potency is read from the fitted curve at half-maximal effect; nearly all actives have a fitted effect of over 65% in size
Target sequence (P08659 whole entry, looked up): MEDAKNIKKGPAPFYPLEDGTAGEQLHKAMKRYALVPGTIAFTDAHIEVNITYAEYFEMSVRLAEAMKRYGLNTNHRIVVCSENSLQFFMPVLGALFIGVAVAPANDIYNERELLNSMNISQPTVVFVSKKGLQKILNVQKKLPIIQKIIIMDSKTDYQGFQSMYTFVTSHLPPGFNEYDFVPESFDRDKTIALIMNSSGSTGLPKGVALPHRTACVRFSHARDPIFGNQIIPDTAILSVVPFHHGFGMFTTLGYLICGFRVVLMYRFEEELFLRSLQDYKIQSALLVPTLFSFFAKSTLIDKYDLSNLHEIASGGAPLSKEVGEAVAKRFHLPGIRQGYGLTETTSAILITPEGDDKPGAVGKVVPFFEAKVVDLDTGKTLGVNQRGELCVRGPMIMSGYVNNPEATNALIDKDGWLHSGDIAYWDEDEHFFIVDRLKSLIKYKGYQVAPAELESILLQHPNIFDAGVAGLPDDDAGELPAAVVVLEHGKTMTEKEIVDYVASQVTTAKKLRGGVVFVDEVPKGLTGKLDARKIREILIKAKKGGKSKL
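Cell-free enzyme assay, 10nM P. pyralis luciferase, luciferin and ATP each at 10uM. Inhibition profiled over a 6-point titration, read as luminescence.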
HEK293 viab = cell viability loss counter-screen; HEK-293-SNCA-luc viability, GF-AFC fluorescence, 24 h; Potency, µM (highest dose often 57.1 µM), without a hit: at the highest dose activity change, negative = cytotoxicity, most hits filed as cytotoxic; 0.12% of 150,000 active;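 also: potency is read from the fitted curve at half-maximal effect; 0% = DMSO-treated cells and -100% = medium-only wells without cells; nearly all actives have a fitted effect of over 30% in size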
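HEK-293-SNCA-luc cells (1500/well) plated 24 h, then exposed 24 h to a dilution series; GF-AFC added 30 min at 37C, fluorescence 405/540 nm; normalised to medium-only and DMSO wells, Hill fit.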
SNCA expr inh = SNCA gene expression inhibition | HEK-293 SNCA-luciferase knock-in, luminescence, 24 h | Potency, µM (titrated, usually from 57.2 µM), for inactives: at the highest dose activity change, negative = inhibition, usual class: inhibitors | 0.17% of 140,000 active | AID 1671194;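 also: potency is read from the fitted curve at half-maximal effect; plate controls were DMSO cells for no effect and cell-free wells for full effect; nearly all actives have a fitted effect of over 45% in size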
HEK293 tox = HEK 293 cell cytotoxicity | HEK 293 viability, ATP luminescence (CellTiter-Glo), 48-72 h | Potency, µM (titrated, usually from 115 µM), for the others: at the top dose activity change, negative = cytotoxicity, hits mostly inhibitors | 6.6% of 94,000 active | AID 1345083; also: potency is read from the fitted curve at half-maximal effect; nearly all actives have a fitted effect of over 60% in size
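CellTiter-Glo luminescence (cellular ATP) was read after 48 or 72 hr of compound exposure at 37 degree Celsius. Cells were HEK 293 plated at 250 cells/well.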
IP6K1 inhibitor = IP6K1 kinase inhibition; Q92551; IP6K1 kinase, ADP-Glo luminescence, 2 h; active compounds read low; activity change, % (series mostly up to about 58 µM); 0.81% of 140,000 active; in the data active = activity change below about -25%
Target sequence (Q92551 whole entry, looked up): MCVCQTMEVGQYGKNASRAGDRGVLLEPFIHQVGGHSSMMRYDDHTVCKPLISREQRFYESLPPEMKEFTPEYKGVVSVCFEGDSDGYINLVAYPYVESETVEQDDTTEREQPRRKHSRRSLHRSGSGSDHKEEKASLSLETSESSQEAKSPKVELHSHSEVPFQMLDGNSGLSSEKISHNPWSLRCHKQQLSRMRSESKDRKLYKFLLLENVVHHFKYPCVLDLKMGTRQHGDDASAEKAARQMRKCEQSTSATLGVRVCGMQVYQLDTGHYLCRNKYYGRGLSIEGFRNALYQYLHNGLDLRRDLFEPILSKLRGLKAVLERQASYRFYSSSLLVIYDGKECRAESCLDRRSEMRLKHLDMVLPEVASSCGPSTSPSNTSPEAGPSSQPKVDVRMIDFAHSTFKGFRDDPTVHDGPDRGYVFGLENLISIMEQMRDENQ
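ADP-Glo luminescence measures ADP made by human IP6K1 during a 2 h RT reaction with ATP/IP6 (mix at 1.3 mM/130 uM); top library doses 57.5 and 19.1 uM final.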
NIH3T3 tox = kills NIH 3T3 cells | NIH 3T3 viability, CellTiter-Glo ATP luminescence, 48-72 h | 4.3% of 94,000 active | Potency, µM (doses to about 96.7 µM), for the others: at the top dose activity change, negative = cytotoxicity, hits mostly inhibitors; also: potency is read from the fitted curve at half-maximal effect; nearly all actives have a fitted effect of over 55% in size
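Cytotoxicity is measured as loss of cellular ATP: NIH 3T3 cells (400/well) are exposed to compound for 48 or 72 hr at 37 °C, then CellTiter-Glo luminescence is imaged after 10 min at room temperature.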
GPT2 inhibitor = inhibitors of human GPT2 alanine aminotransferase | Q8TD30 | Recombinant GPT2, coupled pyruvate oxidase/HRP Amplex Red fluorescence | Potency, µM (doses to about 57.7 µM), inactives show at the highest dose activity change, negative = inhibition, hits mostly inhibitors | 0.25% of 100,000 active; also: potency is read from the fitted curve at half-maximal effect; nearly all actives have a fitted effect of over 60% in size; many of its hits are not listed in these tables
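GPT2 10ng/uL, a-KG 250uM, L-Ala 2mM, HEPES pH7.5 + 0.0001% Tween; 30 min RT. Then Amplex mix (PO/HRP/ThPP), 30 min RT dark, fluorescence. AOA 50uM used as positive control.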
An asterisk follows results filed as active; i = inactive; ? = inconclusive; nt = no result given; [ ] = dose if it differs, or a comment. Unless noted, calls follow the shape of the dose curve; as a rule, active = well fitted curve in the direction sought with a large enough effect; inconclusive = small, poorly fitted or top-dose-only effect, or another doubt; inactive = no such curve, though single readings can be large; an effect the other way counts as inactive or inconclusive. Unless noted, % is scaled to controls: 0 for no effect and ±100 for the full control effect. An excerpt. The share of hits here may be higher or lower than overall.

| Structure | Luciferase inh | HEK293 viab | SNCA expr inh | HEK293 tox | IP6K1 inhibitor | NIH3T3 tox | GPT2 inhibitor |
| --- | --- | --- | --- | --- | --- | --- | --- |
| c1ccc(CO[C@H]2COCCN(c3nc4ccccc4s3)C2)cc1 | ? | 4%[87.6 µM] | 22%[87.6 µM] | 112µM* | -10 | ? | -10%[88.5 µM] |
| Cc1nnsc1C(=O)Oc1ccc(C#N)cc1 | nt | -10% | 8% | nt | -20 | nt | nt |
| Cc1cccc(C(=O)N2C(C(=O)NCC(C)C)COC23CCN(C(=O)C(C)(C)C)CC3)c1 (stereo not drawn) | 4% | -7% | 5% | i | -2 | -1% | i |
| Cc1ccc(C2Cn3nnc(-c4noc(-c5ccc(C)s5)n4)c3CO2)cc1 (stereo not drawn) | -4% | 5% | -1% | 8% | -15 | -2% | 3% |
| Cc1nc(-c2cnccn2)n(CC(=O)Nc2ccc(F)c(Cl)c2)c(=O)c1C | 5% | -14% | 1% | ? | 8 | -26% | -1% |
| O=C(NC1CCCCC1)[C@H]1O[C@H](CCN2CCN(c3ccccn3)CC2)CC[C@@H]1O | -4%[172 µM] | -9%[87.6 µM] | -3%[87.6 µM] | -1%[172 µM] | -14 | 1%[138 µM] | i |
| CCC(=O)N1CCc2cc(Br)cc(S(=O)(=O)CCC(=O)Nc3ccccc3C)c21 | nt | 9% | 6% | nt | -3 | nt | nt |
| COc1cccc(CNC(=O)CNC(=O)c2ccc(-c3cccc(C(F)(F)F)c3)cc2)c1 | nt | 2%[12.5 µM] | 9% | 1% | -5 | -1% | i |
| O=C(CCC1CCCC1)NC1CCN(c2cn[nH]c(=O)c2)CC1 | -9% | ? | ? | -11% | -8 | -11% | i |
| Cn1cnc2cc(-c3ccccc3)cc(C(=O)NCc3cccnc3)c21 | 1%[172 µM] | -10%[87.6 µM] | 15%[87.6 µM] | -24%[172 µM] | -1 | ? | ? |
| COc1ccc(C(=O)N2CCCC(c3nn(C)c(=O)n3-c3ccccc3)C2)cn1 (stereo not drawn) | -3% | 12% | -14% | 9% | 5 | i | i |
| CCOC(=O)N1CCC(NC(=O)c2cn(CC3CCCNC3)nn2)CC1 (stereo not drawn) | -6% | 22% | 1% | -5% | 7 | -14% | 2% |
| Cc1cn2nc(C(=O)N3CCC(NC(=O)c4ccc(C#N)cc4)CC3)cc2c(=O)[nH]1 | 5% | 3% | ? | 6% | 6 | 5% | i |
| CCc1noc(-c2cn(C3CCN(C(=O)c4ccoc4)CC3)nn2)n1 | -5% | -4% | -3% | 0% | 9 | -2% | 1% |
| CCC(C(=O)NC1CCCCC1)n1c(SCc2cccc(C)c2)nc2ccncc21 (stereo not drawn) | nt | 12% | ? | nt | -9 | nt | nt |
| COc1ccccc1C(=O)NCCC1CCN(C(=O)Nc2ccccc2C)CC1 | 7% | 11% | -1% | -25% | -9 | -6% | 2% |
| O=C(NCc1cccnc1)C1CCC(=O)N1C1CCN(C(=O)c2ccc(F)cc2)CC1 (stereo not drawn) | 1% | 4% | 12% | i | 1 | 2% | i |
| COCCNC(=O)[C@@H]1C[C@H](Oc2ccccc2)CN1C(=O)CCc1nc2ccccc2[nH]1 | -3% | 3% | 6% | i | -2 | 5% | i |
| O=C(NCc1cccc(Cl)c1)C1CCN(C(=O)c2ccc(-c3cncnc3)cc2)CC1 | nt | nt | nt | ? | 13 | ? | nt |
| CN(Cc1ccon1)C(=O)c1ccc2c(c1)[nH]c(=O)n2C1CCC(O)CC1 (stereo not drawn) | -4% | 8% | -9% | -3% | -11 | i | i |
| Cc1ccccc1C(=O)N1CCC(C(=O)N2CCC3(CC2)CC(=O)Nc2ccccc2O3)CC1 | nt | -4% | 18% | ? | -6 | -17% | i |
| O=C(O)c1ccc(C2CCCN(C(=O)c3cccc4cccnc34)C2)cc1 (stereo not drawn) | 2% | -2% | 6% | 0% | -16 | 3% | -1%[11.5 µM] |
| Cc1nocc1C(=O)N1C[C@@H](CO)[C@H](c2ccccn2)C1 | 1% | 4% | -13% | 1% | 2 | i | 1% |
| C=CCNC(=O)Nc1nc2c(s1)C[C@]1(C)CC[C@@H]3[C@H](OC(=O)[C@H]3C)[C@H]1[C@@H]2C | 16µM* | 0%[87.6 µM] | 138%[activator][87.6 µM] | ? | -4 | -10%[174 µM] | -21%[88.5 µM] |
| O=C(c1cccc(Cl)c1)N1CCC2(CC1)Cc1ccccc1NC2=O | 0% | -12% | -4% | ? | 3 | ? | 0% |
| CSCC[C@@H]1NC(=O)c2cc(NC(=O)Cn3ccc4ccccc43)ccc2NC1=O | -21% | 0% | -15% | -16% | 3 | -8% | 5% |
| O=C(N[C@H]1CCN2C(=O)c3ccccc3NC(=O)[C@H]12)c1cccs1 | -10%[172 µM] | -10%[87.6 µM] | -4%[87.6 µM] | 5%[172 µM] | 7 | 2%[174 µM] | -7%[88.5 µM] |
| CCCn1c(C)cnc1C1CCN(S(=O)(=O)c2cn(C)cn2)C1 (stereo not drawn) | -4% | 10% | -16% | i | 1 | i | 1% |
| O=C1NC2(CN(Cc3ccc(OC(F)(F)F)cc3)C2)Oc2ccccc21 | -8% | -5% | 12% | ? | 1 | ? | i |
| CCCN(CCC)C(=O)CSc1nnc2cc(C)c3ccccc3n12 | nt | 0% | -1% | nt | -3 | nt | nt |

Going on with the list:
Values run as follows: Luciferase inh	HEK293 viab	SNCA expr inh	HEK293 tox	IP6K1 inhibitor	NIH3T3 tox	GPT2 inhibitor
O=C(NCc1ccccc1)C1CCN(Cc2ccccc2-c2cccnc2)CC1
  nt	-4%[12.5 µM]	1%	-2%	2	-17%	2%
Cc1cccc(CNC(=O)Cn2nc(C)c3nn(-c4ccc(Cl)cc4)c(C)c3c2=O)c1
  nt	12%	-3%	nt	22	nt	nt
CCn1ncc(N2CCCC(CC(=O)N(C)Cc3ccccc3)C2)cc1=O (stereo not drawn)
  7%	-14%	-19%	?	3	-23%	-3%
CN1CCC(N2C[C@@H](CO)[C@H](c3nc(-c4ccncc4)no3)C2)CC1
  2%	7%	18%	2%	-8	i	i
COc1ccc(OC2CCN(C(=O)C3CC3)CC2)c(C(=O)NCCCN2CCOCC2)c1
  0%	3%	-29%	1%	7	-8%	-7%
CCNC(=O)N(C1CC1)C1CCOC2(CCN(C(=O)c3cccc4nccnc34)CC2)C1 (stereo not drawn)
  2%	1%	0%	i	-14	i	i
COc1ccc(C(=O)c2oc3ccccc3c2NC(=O)c2cccc(OC)c2)cc1
  nt	12%	16%	nt	21	nt	nt
CCSc1ncc(Cl)c(C(=O)Nc2ccc(S(=O)(=O)Nc3ncccn3)cc2)n1
  nt	11%	7%	nt	-9	nt	nt
O=C(NC[C@H]1OC[C@@H](NCc2ncc[nH]2)[C@@H]1O)C1CCCC1
  -8%[172 µM]	5%[87.6 µM]	-27%[87.6 µM]	-4%[172 µM]	2	-11%[174 µM]	5%[88.5 µM]
COc1ccc(C)cc1NC(=O)CN1C(=O)NC2(CCCCC2)C1=O
  9%	-4%	-25%	8%	12	-13%	i
Cn1c(=O)[nH]cc(CC(=O)N2C[C@H](C3CC3)[C@@H](N)C2)c1=O
  4%	-6%	-20%	-2%	11	-11%	-26%
Cc1noc(C)c1[S+](=O)([O-])NC1CCCN(c2ccc3nnc(-c4ccccc4)n3n2)C1 (stereo not drawn)
  nt	nt	nt	?	8	?	nt
COc1ccccc1CC(=O)N1CCCc2ncc(C(=O)Nc3cccc(F)c3)cc21
  -14%[172 µM]	-26%[87.6 µM]	-2%[87.6 µM]	63µM*	12	89µM*	i
O=C([C@@H]1C[C@H](Oc2ccccc2)CN1C(=O)c1ccc2ccccc2n1)N1CCOCC1
  -10%	-12%	-12%	-12%	-5	?	i
COc1ccc(N(CC(=O)Nc2cc(Cl)ccc2C)S(=O)(=O)c2c(C)noc2C)cc1
  nt	4%	?	nt	11	nt	nt
O=C(C1CC1)N1CCc2cc(Br)cc(S(=O)(=O)N3CCN(c4cccc(C(F)(F)F)c4)CC3)c21
  nt	3%	5%	nt	-7	nt	nt
COc1ccc(-c2ccccc2C(=O)NC2CCCCC2)nn1
  nt	nt	nt	0%[172 µM]	8	-17%[138 µM]	nt
COCCC(=O)N1CCC2(CC1)NCCc1c2[nH]c2ccc(OC)cc12
  -12%	4%[12.5 µM]	14%	-23%	-3	-24%	i
CCC(C)NC(=O)C1COC2(CCN(C(=O)CC(C)(C)C)CC2)N1C(=O)c1cccc(OC)c1 (stereo not drawn)
  4%	5%	5%	i	5	3%	-5%
Cn1nc(C(=O)N2CCN(c3cccc(Cl)c3)CC2)c2c1-c1ccccc1S(=O)(=O)C2
  nt	1%	29%	nt	-10	nt	nt
COc1ccc(NC(=O)[C@@H]2C[C@@H](c3ccc(F)cc3)N([S+](=O)([O-])c3ccccc3)C2)c(C)c1
  1%	-29%	?	?	16	-21%	?
C[C@]1(CO)[C@H]2Cc3sc(NC(=O)c4cccs4)nc3[C@@H](CC(=O)O)[C@]2(C)CC[C@H]1O
  -7%	1%	4%	i	-3	i	-6%

An excerpt of these results, as labelled records.
Cc1noc(C)c1[S+](=O)([O-])NC1CCCN(c2ccc3nnc(-c4ccccc4)n3n2)C1 (stereo not drawn)
  Luciferase inh: nt
  HEK293 viab: nt
  SNCA expr inh: nt
  HEK293 tox: ?
  IP6K1 inhibitor: 8
  NIH3T3 tox: ?
  GPT2 inhibitor: nt

COc1ccccc1CC(=O)N1CCCc2ncc(C(=O)Nc3cccc(F)c3)cc21
  Luciferase inh: -14%[172 µM]
  HEK293 viab: -26%[87.6 µM]
  SNCA expr inh: -2%[87.6 µM]
  HEK293 tox: 63µM*
  IP6K1 inhibitor: 12
  NIH3T3 tox: 89µM*
  GPT2 inhibitor: i

Just IP6K1 inhibitor and NIH3T3 tox, for six of the compounds above:
mol | IP6K1 inhibitor | NIH3T3 tox
Cn1nc(C(=O)N2CCN(c3cccc(Cl)c3)CC2)c2c1-c1ccccc1S(=O)(=O)C2 | -10 | nt
O=C([C@@H]1C[C@H](Oc2ccccc2)CN1C(=O)c1ccc2ccccc2n1)N1CCOCC1 | -5 | ?
CN1CCC(N2C[C@@H](CO)[C@H](c3nc(-c4ccncc4)no3)C2)CC1 | -8 | i
COc1ccccc1CC(=O)N1CCCc2ncc(C(=O)Nc3cccc(F)c3)cc21 | 12 | 89µM*
COc1ccc(NC(=O)[C@@H]2C[C@@H](c3ccc(F)cc3)N([S+](=O)([O-])c3ccccc3)C2)c(C)c1 | 16 | -21%
COc1ccc(C(=O)c2oc3ccccc3c2NC(=O)c2cccc(OC)c2)cc1 | 21 | nt

Bioassay records deposited in PubChem BioAssay by National Center for Advancing Translational Sciences (NCATS).
